sdo1 growth: growth rescue of sdo1-depleted yeast, primary screen, S. cerevisiae, bone marrow failure model; actives 0.21% (n = 140,000); S. cerevisiae sdo1-depleted JHY4D growth rescue, OD600 30 h; stronger effect = higher value; pdr5 snq2 efflux-pump mutant strain; z-score at 10 µM;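 active = z-score above 3 at both the 24 hr and the 30 hr optical density reads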;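 note: z-score against mean and SD of all compound wells on the same plate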
Insulin prom inh: inhibitors of insulin promoter-driven GFP, primary screen, imaging, TRM-6 cells (human fetal islet line), eGFP reporter, cell count; reporter expression induced with tamoxifen; actives 0.9% (n = 130,000); inhibition, % at 2 µM;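 active = inhibition above the mean plus 3 SD, with well images judged a real hit on visual review, cut at about 60% in these data, passing the limit was not always enough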
sdo1 growth Rescue 24 h: recorded beside sdo1 growth, whose call it bears; z-score; S. cerevisiae sdo1-depleted JHY4D growth rescue, OD600; measured here: growth rescue at 24 h;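 0 is the plate mean of compound wells and units are plate SD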
Numbers without * were called inactive; / = no result given.

sdo1 growth Rescue 24 h	Insulin prom inh	sdo1 growth	SMILES
0.55	-181	0.76	CC(C)OC(=O)c1nn2c(C(F)(F)F)cc(-c3ccco3)nc2c1Cl
0.07	-21	0.92	COCCN(CCOC)C(=O)C12CCC(C)(C(=O)C1)C2(C)C (stereo not given)
-1.6	-9	-2.4	COc1ccc(-c2n[nH]c(C(F)(F)F)c2-c2cc3ccccc3o2)c(O)c1
-0.04	38	0.41	Clc1ccc(-n2ncc3c(N4CCCC4)ncnc32)cc1
-0.19	/	-0.34	Cc1ccccc1CSc1nc2c(c(=O)[nH]1)CCC2
1.5	-54	-0.52	COc1ccc(N2CCN(Cc3cc(=O)oc4ccc(Cl)cc34)CC2)cc1
-1.1	/	-0.72	O=C(CCn1c(=O)oc2ccccc21)Nc1cccc(Cl)c1
0.45	/	1	CN1CCN(CCCNC(=O)c2ccc(CS(=O)(=O)c3ccc(Br)cc3)o2)CC1
-0.12	/	0.1	CCCc1cc(=O)[nH]c(SCC)n1
0.87	-100	0.58	O=C(NC(NC(=S)N1CCOCC1)C(Cl)(Cl)Cl)c1cccc2ccccc12 (stereo not given)
0.89	-36	0.59	CCOC(=O)CNc1nc(OCC#N)nc(N2CCOCC2)n1
-1.3	60	-0.91	COc1ccc(OC(=O)c2cc3ccccc3o2)cc1
-0.4	26	-0.67	CCN(CC)S(=O)(=O)c1ccc(-c2nnc(SCC(=O)N3c4ccccc4CC3C)o2)cc1 (stereo not given)
0.56	18	0.55	O=C(COC(=O)c1cccs1)NCC1CCCO1 (stereo not given)
-1.1	-94	-0.57	CN(C)c1ccc(/C=c2/sc3n(c2=O)NC2(c4ccccc4)N(C)C(=O)N(C)C2(c2ccccc2)N=3)cc1 (stereo not given)
/	19	/	O=C(O)CCNC1C=CS(=O)(=O)C1 (stereo not given)
/	58	/	Clc1ccccc1CNCc1ccncc1
-0.82	42	-0.88	O=C(NCCc1cccc(Cl)c1)c1cc([N+](=O)[O-])ccc1Cl
0.13	/	0.78	COc1ccc(NC(=O)C2CCCN(S(=O)(=O)c3c(C)n[nH]c3C)C2)c(OC)c1 (stereo not given)
-1.6	-73	-0.3	COCCN(CCOC)C(=O)c1sc2nc(-c3ccccc3)cn2c1C
-1.1	/	-0.73	C=CCn1c(-c2cccc(Cl)c2)n[nH]c1=S
-1.4	/	-1.4	CCSc1nnc(Cn2c(=O)sc3ccccc32)n1-c1ccc(OC)cc1
-0.39	12	-0.02	COCCc1nnc(NC(=O)Cc2ccccc2)s1
/	-81	/	Cc1oc(-c2ccc3c(c2)OCCO3)cc1C(=O)NCC(=O)O
-1	-3	-0.25	COC(=O)[C@H](CCSC)NC(=O)NCc1ccccc1F

An excerpt of these results, with values under each structure:
The line under a structure holds: sdo1 growth Rescue 24 h	Insulin prom inh	sdo1 growth
> COc1ccc(N2CCN(Cc3cc(=O)oc4ccc(Cl)cc34)CC2)cc1
→ 1.5	-54	-0.52
> O=C(CCn1c(=O)oc2ccccc21)Nc1cccc(Cl)c1
→ -1.1	/	-0.72
> CN1CCN(CCCNC(=O)c2ccc(CS(=O)(=O)c3ccc(Br)cc3)o2)CC1
→ 0.45	/	1
> CCCc1cc(=O)[nH]c(SCC)n1
→ -0.12	/	0.1
> O=C(NC(NC(=S)N1CCOCC1)C(Cl)(Cl)Cl)c1cccc2ccccc12 (stereo not given)
→ 0.87	-100	0.58
> CCOC(=O)CNc1nc(OCC#N)nc(N2CCOCC2)n1
→ 0.89	-36	0.59
> COc1ccc(OC(=O)c2cc3ccccc3o2)cc1
→ -1.3	60	-0.91
> CCN(CC)S(=O)(=O)c1ccc(-c2nnc(SCC(=O)N3c4ccccc4CC3C)o2)cc1 (stereo not given)
→ -0.4	26	-0.67
> O=C(COC(=O)c1cccs1)NCC1CCCO1 (stereo not given)
→ 0.56	18	0.55
> CN(C)c1ccc(/C=c2/sc3n(c2=O)NC2(c4ccccc4)N(C)C(=O)N(C)C2(c2ccccc2)N=3)cc1 (stereo not given)
→ -1.1	-94	-0.57
> O=C(O)CCNC1C=CS(=O)(=O)C1 (stereo not given)
→ /	19	/
> Clc1ccccc1CNCc1ccncc1
→ /	58	/
> O=C(NCCc1cccc(Cl)c1)c1cc([N+](=O)[O-])ccc1Cl
→ -0.82	42	-0.88
> COc1ccc(NC(=O)C2CCCN(S(=O)(=O)c3c(C)n[nH]c3C)C2)c(OC)c1 (stereo not given)
→ 0.13	/	0.78
> COCCN(CCOC)C(=O)c1sc2nc(-c3ccccc3)cn2c1C
→ -1.6	-73	-0.3
> C=CCn1c(-c2cccc(Cl)c2)n[nH]c1=S
→ -1.1	/	-0.73
> CCSc1nnc(Cn2c(=O)sc3ccccc32)n1-c1ccc(OC)cc1
→ -1.4	/	-1.4
> COCCc1nnc(NC(=O)Cc2ccccc2)s1
→ -0.39	12	-0.02
> Cc1oc(-c2ccc3c(c2)OCCO3)cc1C(=O)NCC(=O)O
→ /	-81	/
> COC(=O)[C@H](CCSC)NC(=O)NCc1ccccc1F
→ -1	-3	-0.25

Other entries follow:
sdo1 growth Rescue 24 h	Insulin prom inh	sdo1 growth	SMILES
-0.36	14	-0.05	O=C(Nc1nc2ccccc2[nH]1)C1CCN(S(=O)(=O)c2cccs2)CC1
-0.92	-238	-0.85	Cc1cc(C)c(NC(=O)C2CCCN2CCC(C)C)c(C)c1 (stereo not given)
/	-40	/	COc1ccc(C)cc1Nc1nnc(C)c(=O)[nH]1
1.4	/	1.8	Cc1cn(COC/C=C/c2ccccc2)c(=O)[nH]c1=O
-0.53	27	-0.3	CCC(C)NC(=O)CC(NS(=O)(=O)c1ccc(Cl)cc1)c1ccco1 (stereo not given)
/	60	/	O=C(CSc1c2c(nc3ccccc13)CCCC2)NCc1ccco1
/	11	/	COc1ccccc1CNC(=O)C1CCN(C(=O)NC2CCCCC2)CC1
0.09	40	-0.04	Cc1ccc(Oc2cc(NC(=O)CCCn3nc([N+](=O)[O-])c(Cl)c3C)cc([N+](=O)[O-])c2)cc1
-0.39	-91	-0.51	Cc1ccc(S(=O)(=O)C2(C(=O)N3CCCC(C)C3)CC2)cc1 (stereo not given)
-0.03	-43	0.32	COC(=O)c1ccc(NC(=O)CCn2cccc2)cc1
-0.47	/	-0.32	O=C(OCCN1C(=O)c2cccc3c(N4CCOCC4)ccc(c23)C1=O)c1cccc(Cl)c1
-0.59	/	-0.14	Cc1cc(C)nc(/N=C2\NC(=O)CC(C(=O)O)N2CCc2c[nH]c3ccccc23)n1 (stereo not given)
/	-77	/	Cc1cccc(C)c1NC(=O)CN(c1ccccn1)S(=O)(=O)c1ccc(F)cc1
-0.78	31	-1.8	O=C(Nc1ccc2oc(=O)ccc2c1)c1cc2ccccc2o1
-0.23	47	0.9	Cc1ccc(C)c(/C(O)=C2\C(=O)C(=O)N(CCCN3CCOCC3)C2c2cccnc2)c1 (stereo not given)
-0.31	13	0.4	CN(C)CCCNC(=O)/C(=N\O)c1ccccc1
/	-9	/	CCOc1ccc(-c2ccc(SCc3ccccn3)nn2)cc1
-0.38	2	-0.39	CC1CCC2(CC1)NC(=O)N(CC(=O)Nc1nc(-c3ccc(F)cc3)cs1)C2=O (stereo not given)
0.84	61	1.2	CC1(C)CC(=O)c2sc(NC(=O)CN3CCOCC3)nc2C1
0.26	/	0.28	CN1CCCN(C(=O)c2ccc(Cl)c(S(=O)(=O)N(C)c3ccccc3)c2)CC1
-0.69	0	-0.65	Cc1cccc(NC(=O)C2CCCN(S(=O)(=O)c3cccc4nsnc34)C2)c1 (stereo not given)
-0.11	-91	-0.08	O=C1[C@@H]2[C@H](C(=O)N1n1cnnc1)[C@H]1C=C[C@@H]2C1
-0.27	31	0.12	Cc1cc(C)nc(NS(=O)(=O)c2ccc(NC(=S)NC(=O)C(C)(C)C)cc2)n1
/	19	/	Cc1cccc(NC(=O)c2nc[nH]c2C(=O)Nc2cccc(C)c2)c1
-0.41	19	-1.1	COc1ccc(C2C(C(=O)OC(C)C)=C(C)N=c3s/c(=C\c4cccs4)c(=O)n32)cc1 (stereo not given)

sdo1 growth Rescue 24 h	Insulin prom inh	sdo1 growth	SMILES
0.81	-33	0.67	CCOC(=O)C1CCN(Cc2ccc(F)cc2F)CC1
0.03	-3	-1.5	COc1ccc(-c2noc(CSc3nc(-c4ccccc4)cc(=O)[nH]3)n2)cc1
-1	0	-0.13	CC1(c2ccco2)NC(=O)NC1=O (stereo not given)
0.21	31	0.29	Cc1nc2ccccc2n1/N=C/c1cccnc1
/	-43	/	CC(=O)Nc1ccc(OCC(=O)N2CCC(Cc3ccccc3)CC2)cc1
/	-30	/	CCOC(=O)c1cnc2c(C(=O)OC)cccc2c1NCc1cccnc1
/	-127	/	O=C(c1cccs1)N1CCN(c2nnc(-c3ccccc3)c3ccccc23)CC1
0.16	-36	0.44	CCOC(=O)C1=C(C)Nc2nnnn2C1c1c[nH]c2ccccc12 (stereo not given)
-0.72	53	-1.9	N#CCSc1n[nH]c2nc3c(c(=O)n12)C1(CCCC1)Cc1ccccc1-3
0.15	35	0.27	COc1ccc(-c2nc(C#N)c(NCCCN(C)C)o2)cc1OC
-0.03	19	-0.15	Cc1cccc(C)c1-n1c(C)cc(/C=N/NC(=O)c2ccncc2)c1C
-1.4	46	-0.68	COc1cc(C(C[N+](=O)[O-])c2c(C)[nH]c3ccccc23)cc(OC)c1OC (stereo not given)
-0.03	45	-0.22	COC(=O)CN(C(=O)CSc1nnc(-c2cccc(OC)c2)o1)c1ccc(OC)cc1
0.76	-9	0.89	CCN1C(=O)/C(=C\N2CCN(C)CC2)SC1=S
-0.99	64	-0.2	Cc1ccc(S(=O)(=O)N2CCCC2C(=O)NCc2ccco2)cc1 (stereo not given)
0.7	-17	0.75	CC1(C)CCC(=O)N(c2ccccc2)C1=O
-0.27	-43	0.22	O=C(N/N=C/C=C/c1ccccc1)c1cccc(Br)c1
-0.56	/	0.44	c1ccc(-c2nn3c(-c4ccco4)nnc3s2)nc1
1.1	/	1.1	COCCn1c(-c2ccccc2)nc2oc3ccccc3c(=O)c2c1=O
1.5	34	1.2	O=c1c2[nH]c3ccc(Cl)cc3c2ncn1Cc1ccccn1
-1.3	4	-1.3	Cc1ccc(-n2nnnc2SCC(=O)c2ccc3c(c2)NC(=O)CO3)c(C)c1
-1	4	-1.3	CC(=O)c1ccc(-c2nc3ccccc3n2C)o1
-1.2	/	-0.89	O=C(COC(=O)CC(NC(=O)c1ccccc1Cl)c1ccccc1)Nc1cccc(F)c1 (stereo not given)
1.2	-9	1	O=C(NCc1ccncc1)c1ccc(Cl)c(S(=O)(=O)N2CCOCC2)c1
-1.3	-21	0.23	O=C(Nc1cccc(Cl)c1)Nc1ccc2c(c1)C(=O)OC2

sdo1 growth Rescue 24 h	Insulin prom inh	sdo1 growth	SMILES
0.59	/	1.3	O=C(Cc1nn[nH]n1)NCc1ccccc1Cl
-0.18	-19	-0.29	O=C(COC(=O)COc1ccc2ccccc2c1)NC1CCCc2ccccc21 (stereo not given)
-0.86	/	-0.94	O=C(CCCOc1ccc(Cl)cc1Cl)N/N=C/c1ccc(Cl)cc1
/	7	/	O=C(c1ccc(C(F)(F)F)cc1)C1CCCN(Cc2cccn2-c2ncccn2)C1 (stereo not given)
-0.11	61	0.51	COC(=O)N/N=C(\C)c1ccccc1Br
/	-56	/	COc1ccc(N2CC(C(=O)Nc3ccc(S(=O)(=O)N4CCOCC4)cc3)CC2=O)cc1 (stereo not given)
0.17	-38	1.1	COc1cccc(C(=O)Nc2c3c(nc4c2CCC4)CCCC3)c1
/	-75	/	CCC(=O)Nc1cc(C(=O)O)ccc1Sc1ccc(Cl)cc1
-0.76	/	-1.5	CC(C)N(Cc1nc(-c2ccc(Cl)cc2)no1)C(=O)/C=C/c1ccccc1
-0.81	-55	0.02	CCCSC1=C(C#N)C(c2cccnc2)C(C(=O)OCC)=C(c2ccccc2)N1 (stereo not given)
-0.53	19	-0.1	O=C(CSc1cccc2cccnc12)OCC(=O)c1ccc(Br)cc1
-1	11	-0.46	CCOC(=O)c1nnn(-c2nonc2NC(C)=O)c1C
/	67	/	COc1ccc(NC(=O)c2c(N)no[n+]2[O-])cc1
2.5	0	1.5	CC(C)C[C@@H]1NC(=O)[C@H](C(C)C)NC(=O)c2cc([N+](=O)[O-])cc(I)c2NCC[C@@H](C(N)=O)NC1=O
0.27	/	-0.16	COC(=O)c1cc2ccsc2n1CC(=O)Nc1ccc(N(C)C)cc1
1.5	14	1.1	Cc1ccc(-n2ncc3c(=O)[nH]cnc32)c(C)c1
-0.4	/	-1.1	O=C(COC(=O)c1cc(-c2ccccc2Cl)nc2ccccc12)Nc1ncc(C(F)(F)F)cc1Cl
-0.11	/	-0.31	CS(=O)(=O)N(CC(=O)Nc1ccccc1C(=O)NCc1ccco1)c1ccc2c(c1)OCCO2
1.9	3	2.1	COc1cccc(NC(=S)NCc2cccnc2)c1
-0.42	/	0.08	Cc1c(Br)c([N+](=O)[O-])nn1CC(=O)N1CCCc2ccccc21
-0.5	-34	-0.2	CCOc1ccc(C2/C(=C(\O)c3cccc(OC)c3)C(=O)C(=O)N2c2cc(C)on2)cc1OC (stereo not given)
-0.5	6	-1.6	O=C(OCC#CCSc1nnc(-c2ccc(Br)cc2)o1)c1cccs1
1.8	12	0.43	COc1ccc(Sc2nnc(-c3ccccc3)cc2C#N)cc1
0.5	/	1	CCOC(=O)C1CCCN(C(=O)C2CCCN(S(C)(=O)=O)C2)C1 (stereo not given)
1.9	9	1.2	COc1ccccc1CNc1n[nH]c(NCc2ccccc2OC)n1

sdo1 growth Rescue 24 h	Insulin prom inh	sdo1 growth	SMILES
-0.56	-48	-0.97	O=C(CCNS(=O)(=O)c1cccc2nonc12)N1CCN(c2cccc(Cl)c2)CC1
0.87	0	0.72	O=C(CCN1C(=O)c2ccccc2C1=O)NC1=NCCS1
-0.65	/	0.04	O=C(CNc1ccccc1)c1ccc([N+](=O)[O-])cc1
-0.39	-18	-0.18	O=C(COC(=O)C1(c2ccccc2F)CCCC1)N1CCN(C(=O)c2ccco2)CC1
1	/	1.2	Cc1ccccc1NS(=O)(=O)c1ccc(OCC(=O)NCc2cccnc2)cc1

From PubChem BioAssay
